High-throughput results deposited in PubChem BioAssay by several laboratories.
FXIa inh mix: FXIa protease inhibitors in compound pools, primary screen, biochemical, 10-compound mixtures | Coagulation factor XI (Homo sapiens), P03951 | purified FXIa, fluorogenic substrate, pooled mixtures | inhibition, % at 5 µM | hit rate 0.19% among 62,000;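 note: each value is inhibition by a whole ten-compound pool holding the compound; 0% = enzyme with no mixture and 100% = wells lacking enzyme; strong numbers were not always called active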
Cdc25B block: inhibitors of Cdc25B phosphatase catalytic domain, primary screen, biochemical, OMFP fluorescence. inhibition, %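 (compounds tested at 10 µM final in the well)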. M-phase inducer phosphatase 2 (Homo sapiens), P30305. hit rate 0.1% among 65,000. AID 368, 2006. recombinant Cdc25B, OMFP fluorescence Ex485/Em525; in the data active = inhibition above about 50%
MKP-1 inh: MKP-1 phosphatase inhibitors, primary screen, biochemical, in vitro; AID 374, 2006; hit rate 0.15% among 65,000; recombinant MKP-1, OMFP hydrolysis fluorescence; Dual specificity protein phosphatase 1 (Homo sapiens), P28562; inhibition, %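 (compounds tested at a single concentration somewhere between 10 and 100 µM)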;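 active = inhibition above about 50%, limit read from the data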;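 note: 0% = DMSO max control wells and 100% = wells with enzyme stopped by NaOH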
C1s block: complement C1s protease inhibitors, primary screen, biochemical, 10-compound mixtures. purified C1s, fluorogenic AMC substrate, pooled mixtures. mean inhibition % of two 10-compound mixtures (hits give high values), % at 5 µM (by protocol). hit rate 0.16% among 62,000;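 active = inhibition above 20% in each of the two 10-compound mixture wells holding the compound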;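 note: 0% = enzyme wells lacking compound mixture and 100% = no-enzyme blank wells; some compounds called inactive have numbers as strong as hits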
FXIIa inh mix: human factor XIIa inhibitors, primary screen, biochemical, pooled compound mixtures, fluorogenic substrate | Coagulation factor XII (Homo sapiens), P00748 | purified FXIIa | inhibition, % at 5 µM | hit rate 0.2% among 62,000 | AID 684, 2007;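 note: 0% = enzyme without compound and 100% = no enzyme blank; some results filed as inactive read as strong as hits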
Cathepsin G inh: human cathepsin G inhibitors, primary screen, biochemical, pooled compound mixtures, AMC fluorescence; P08311; purified enzyme, AMC-tetrapeptide fluorescence; inhibition, % at 5 µM (by protocol); hit rate 0.2% among 62,000;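 active = inhibition above 20% in each of the two mixture wells holding the compound; inactive = inhibition of 20% or less in either well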;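 note: 0% = enzyme control without mixture and 100% = blank lacking enzyme; strong numbers were not always called active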
Target sequence (P08311 21-244 limits assumed): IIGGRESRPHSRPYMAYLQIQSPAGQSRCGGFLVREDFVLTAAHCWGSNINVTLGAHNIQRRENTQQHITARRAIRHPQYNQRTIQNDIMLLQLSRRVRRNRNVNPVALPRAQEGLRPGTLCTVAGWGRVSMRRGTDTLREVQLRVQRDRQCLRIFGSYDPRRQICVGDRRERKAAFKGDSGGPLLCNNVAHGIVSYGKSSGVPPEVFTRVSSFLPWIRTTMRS
CatL inh: inhibitors of human cathepsin L, biochemical. Procathepsin L (Homo sapiens), P07711. purified cathepsin L, fluorogenic substrate, fluorescence. inhibition, %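 (tested at 10 µM)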. hit rate 0.17% among 58,000. AID 460, 2006; in the data active = inhibition above about 45%;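 note: 0% = enzyme with no compound and 100% = no enzyme blank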
Target sequence (P07711 114-288 limits assumed): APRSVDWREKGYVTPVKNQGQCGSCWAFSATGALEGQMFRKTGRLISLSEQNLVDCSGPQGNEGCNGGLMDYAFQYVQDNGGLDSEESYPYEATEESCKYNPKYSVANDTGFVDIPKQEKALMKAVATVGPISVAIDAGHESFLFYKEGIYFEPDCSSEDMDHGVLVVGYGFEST
Target sequence (P07711 292-333 limits assumed): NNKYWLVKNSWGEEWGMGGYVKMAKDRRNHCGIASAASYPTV
Hsp90 block: tumor Hsp90 inhibitors, primary screen, cell lysate, fluorescence polarization, NCI-N417 lysate; inhibition, % at 30 µM; AID 429, 2006; Cy3B-geldanamycin FP displacement; Heat shock protein HSP 90-alpha (Homo sapiens), P07900; hit rate 0.35% among 64,000;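 active = inhibition above 50%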;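 note: 0% = tracer plus lysate wells and 100% = tracer alone without lysate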
5HT1a ag: human 5-HT1a receptor agonists, primary screen, cell-based, CHO, Ga15 NFAT-bla reporter; activation, % at 10 µM; CHO 5-HT1a Ga15 NFAT-bla reporter, FRET ratio; 0% basal, 100% maximal reference agonist; 5-hydroxytryptamine receptor 1A (Homo sapiens), P08908; hit rate 0.56% among 65,000;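 active = activation above the screen-wide mean activation plus 3 SD, cut at about 19% in these data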;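 note: 0% = DMSO wells and 100% = 5-CT at EC100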
Target sequence (P08908 whole entry, looked up): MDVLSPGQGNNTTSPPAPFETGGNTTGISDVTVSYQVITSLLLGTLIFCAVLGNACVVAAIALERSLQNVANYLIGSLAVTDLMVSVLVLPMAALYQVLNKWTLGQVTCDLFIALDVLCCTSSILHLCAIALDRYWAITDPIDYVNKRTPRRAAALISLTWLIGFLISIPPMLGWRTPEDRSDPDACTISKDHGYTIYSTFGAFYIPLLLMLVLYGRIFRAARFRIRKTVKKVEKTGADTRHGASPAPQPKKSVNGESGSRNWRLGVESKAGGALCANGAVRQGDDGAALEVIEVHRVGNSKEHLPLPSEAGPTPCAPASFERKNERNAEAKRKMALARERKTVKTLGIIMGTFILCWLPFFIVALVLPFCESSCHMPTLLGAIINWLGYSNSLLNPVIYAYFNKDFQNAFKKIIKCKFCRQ
The depositor's hits bear a star; · = not tested or not shown. Cut-off read from the data, not from the text of the source, unless noted: active = inhibition above about 20% (passing the limit was not always enough); inactive = the rest.

SMILES	FXIa inh mix	Cdc25B block	MKP-1 inh	C1s block	FXIIa inh mix	Cathepsin G inh	CatL inh	Hsp90 block	5HT1a ag
Cc1ccc(S(=O)(=O)N2CCN(S(=O)(=O)N3CCCCC3)CC2)cc1	3	-3	4	-2	2	-4	-2	-1	3.7
CCCCN(C(=O)NC(=O)Nc1ccccc1OC)S(C)(=O)=O	3	6	18	-2	1	0	4	0	-2.4
CCOC(=O)c1ccc(NC(=O)CN(c2ccc(C)cc2)S(=O)(=O)c2c(C)n[nH]c2C)cc1	4	7	15	-5	10	-1	-5	1	2.8
COc1ccccc1Nc1nc(N)nc(CN(C)C2CCCCC2)n1	10	-4	-3	-40	7	-2	19	2	-1.1
CCNC(=O)COc1ccc(Br)cc1Cl	11	4	-4	4	5	1	0	1	0.7
COCCn1c(SCC(=O)Nc2cc(C)cc(C)c2)nnc1C(C)C	0	-9	-2	-8	-2	8	·	3	-0.5
O=C(c1ccc2c(=O)n(Cc3ccc4c(c3)OCO4)c(=S)[nH]c2c1)N1CCCCC1	5	-11	5	15	1	12	-6	2	-1.6
Cc1noc(NS(=O)(=O)c2ccc(NC(=O)CSc3nc4c(cc3C#N)CCC4)cc2)c1C	-3	-21	12	-34	-17	-6	9	-4	1.2
O=C(CCC(=O)N(CC(=O)NC1CCCCC1)Cc1ccco1)Nc1nccs1	·	-8	4	·	·	·	·	-3	1.2
CCOC(=O)c1c(CNCCN(CC)CC)n(C)c2cc(Br)c(OC)cc12	11	11	4	-24	7	11	5	-1	-0.1
O=C(CCc1nc2ccccc2c(=O)[nH]1)OCC(=O)N1CCN(S(=O)(=O)c2ccccc2)CC1	-1	-4	24	-10	4	7	21	-2	-2.7
Cc1ccccc1C(=O)Nc1cccc(NC(=O)Cn2cnc3c(=O)n(C)c(=O)n(C)c32)c1	-5	-10	38	-18	-6	6	4	-4	-1.2
Cc1ccnc(NC(=O)CCC(=O)N(CC(=O)NC2CCCCC2)CC2CCCO2)c1 (configuration not stated)	-3	-2	-24	2	2	9	-3	1	0.1
CN(CC(=O)NC1CCCCC1)S(=O)(=O)c1ccc(Br)s1	-2	4	-6	-12	7	3	6	-4	0.1
COc1cccc(OCC(O)CO)c1 (configuration not stated)	-3	-7	-15	-4	6	7	1	1	0.5
COc1ccc(-c2ccc(S(=O)(=O)N3CCOCC3)cc2)cc1	3	-2	10	-8	1	-1	6	6	0.6
CC1(C)CC(=O)C2(CC3=C(CC(C)(C)CC3=O)O2)C(=O)C1	8	-32	16	-3	8	0	0	-4	1.1
Nc1c(C(=O)NC2CCCCC2)c2nc3ccccc3nc2n1/N=C/c1ccco1	2	-3	12	-14	-19	6	-76	-19	11
O=C(c1ccco1)N1CCN(C(=O)c2cccn3c(=O)c4c5c(sc4nc23)CCCC5)CC1	11	33	32	-47	-4	-12	·	0	2.7
CCOC(=O)N1CCN(CC(=O)Nc2cc(OCC)ccc2OCC)CC1	7	-17	7	12	9	11	·	·	1.6
CCCCOC(=O)Nc1nnc(-c2ccccc2OC)s1	2	1	-12	-23	1	-3	7	1	0.1
c1ccc(Cc2nnc3sc(-c4ccco4)nn23)cc1	9	-3	4	-3	12	0	-4	-7	-1.0
CC(C(=O)N1CCOCC1)(c1ccccc1)c1ccccc1	-4	-7	4	-29	3	2	·	-4	1.0
Cc1noc(C)c1C(=O)NCCCN1CCCC1=O	5	-9	14	-6	-3	0	-5	-1	-3.9
CCN(Cc1cc2cc(OC)ccc2[nH]c1=O)C(=O)c1ccncc1	-11	-2	-8	-21	-13	-15	-1	-2	-2.2
N#CCSc1nc(-c2ccccc2)cs1	2	5	-11	-2	-15	4	1	-2	-0.4
COc1ccc(OC)c2c(N3CCN(C)CC3)cc(C(F)(F)F)nc12	7	4	-21	9	7	13	-18	1	-0.7
CCOc1ccc(C2C(C(=O)NC)=C(C)Nc3nc4ccccc4n32)cc1OC (configuration not stated)	6	-3	14	4	0	8	·	-3	-2.7
O=C(c1cccc(F)c1)N1CCCC(C(=O)N2CCCC2)C1 (configuration not stated)	2	22	-8	3	-5	-4	0	-2	-0.6
COc1ccc(C(=O)Nn2c(SCC(=O)NCc3ccco3)nc3ccccc3c2=O)cc1	-1	0	9	7	7	11	23	-1	-0.5
COc1ccccc1N1CCN(CCCNC(=O)Nc2ccccc2C)CC1	6	-5	0	-6	-2	4	-9	-6	-0.3
O=C(NCc1ccncc1)C(F)(F)C(F)(F)C(=O)NCc1ccncc1	3	-7	9	12	13	15	15	-1	-1.0
CCc1nnc(NC(=O)C2CCCN(c3nc4ccccc4s3)C2)s1 (configuration not stated)	2	-10	-18	4	5	11	4	-2	0.4
O=C(O)c1cccnc1SCC(=O)N1CCCCCC1	3	-6	12	8	3	9	1	2	-2.1
CC(=O)C1C(=O)C=C(c2ccco2)CC1c1ccccc1 (configuration not stated)	2	22	0	-1	-1	8	·	-4	-1.5
COc1ccc(-c2nn(-c3ccccc3)cc2C(=O)O)cc1	0	-8	3	-34	8	-13	1	-2	-0.8
O=C(Nc1cccc(Cl)c1)N(Cc1nc2ccccc2c(=O)[nH]1)C1CCCC1	-14	-1	-19	-25	0	1	-2	-2	-2.7
O=C(NCS(=O)(=O)c1ccccc1)c1ccccc1	11	-9	6	-31	2	0	-1	-5	0.2
CCSc1nc(N)c2c3c(sc2n1)CCC3	·	-17	-20	·	·	·	15	-12	-1.8
O=C(CSC1=NS(=O)(=O)c2ccccc21)Nc1ccccc1	7	-16	-1	20	36	9	-5	-1	-0.3
Cc1ccc(C2c3c(-c4ccccc4O)n[nH]c3C(=O)N2Cc2ccncc2)cc1 (configuration not stated)	-1	4	-6	5	-21	12	12	0	2.2
CCn1c(SCC(=O)NCc2ccco2)nc2cccnc21	4	4	11	4	7	-5	19	-1	-0.1
CN(C)c1nc(OCCOC(=O)c2ccccc2)nc(N(C)C)n1	-4	-5	13	-2	33	8	16	-1	0.3
CC(Nc1ncnc2nc[nH]c12)c1ccccc1 (configuration not stated)	4	66*	5	-27	4	-1	·	1	-2.4
O=c1[nH]c2c(s1)C(c1ccccc1)C1C3CCC(C3)C1S2 (configuration not stated)	8	-3	12	2	5	3	12	-2	-2.1
CCN(CCCNC(=O)C1CCC(=O)N1Cc1ccc(C)cc1)c1cccc(C)c1 (configuration not stated)	6	-5	14	-5	-1	5	14	-1	-1.9
O=C(c1cccc(F)c1)N1CCc2ccccc2C1	5	-40	-1	13	0	11	-3	-25	-0.8
C=CCNC(=O)c1cnc2n(c1=O)CCS2	7	-10	4	14	-20	6	·	0	-4.4
O=C(CN1C(=O)c2cccc3cccc1c23)N1CCN(Cc2ccc3c(c2)OCO3)CC1	·	3	-3	·	·	·	·	-9	1.9
CCOC(=O)N1CCC(N2C(=O)c3ccccc3C2Nc2ccc3c(c2)OCCO3)CC1 (configuration not stated)	7	0	11	15	11	9	·	9	-3.0
COC(=O)c1ccccc1NC(=O)CN(C)S(=O)(=O)c1ccc(OC)cc1	9	-14	-5	10	41	7	21	0	-2.5
CCCCN(C(=O)NC(=O)Nc1cccc(C)c1C)S(C)(=O)=O	-1	4	-1	10	10	22	12	-4	-2.0
CCCC(=O)Nc1cccc2c1CCCC2	3	-5	-16	11	2	9	4	1	-2.9
Cc1ccc(-c2ccc(=O)n(CC(=O)NCCCN3CCCCC3)n2)cc1	6	-7	-10	14	4	9	7	-3	-3.5
Cc1ccc2c(C(=O)CN3CCSCC3)c(C)[nH]c2c1	6	2	11	-14	-1	18	10	-4	1.7
Cc1onc(-c2ccccc2Cl)c1C(=O)N1CCCCC1C(=O)O (configuration not stated)	-2	4	2	-10	-10	0	15	-2	-1.9
CCN1CCN(C(=O)c2cc3sccc3n2CC(=O)c2ccccc2)CC1	-19	-7	0	-28	1	-13	·	0	-0.8
COc1ccc(F)cc1S(=O)(=O)NC1CC(C)(C)NC(C)(C)C1	9	-10	0	6	7	3	-5	1	-3.0
CCC1Oc2ccccc2N(CC(=O)Nc2ccccc2OC)C1=O (configuration not stated)	4	-6	-20	-2	2	-1	-3	4	-4.2
O=C1CCCN1c1ccc(S(=O)(=O)Nc2ccc3c(c2)OCCO3)cc1	·	-3	15	·	·	·	·	-1	-4.2

Following part:
SMILES	FXIa inh mix	Cdc25B block	MKP-1 inh	C1s block	FXIIa inh mix	Cathepsin G inh	CatL inh	Hsp90 block	5HT1a ag
CCCn1c(=O)c(C(=O)Nc2nnc(C)s2)c(O)c2ccccc21	8	-12	-1	1	1	0	4	-3	-0.7
O=C(NCC1(c2ccccc2)CCOCC1)c1ccc(Br)o1	4	-3	-1	-46	6	-4	2	5	-1.5
O=C(COC(=O)c1ccco1)NCc1ccco1	4	-11	-2	1	1	-2	3	-8	-1.8
Cc1c2c(nc3nc4ccccc4n13)CC(C)(C)CC2=O	3	1	-6	15	-2	17	3	-2	2.1
Cc1c(C(=O)Nc2ccncc2)sc2nc(-c3ccc(F)cc3)cn12	6	-3	19	13	2	13	·	-3	-0.5
CCOc1ccc(NS(=O)(=O)N(C)C)cc1	4	-15	-2	9	12	13	5	6	-1.5
